M5 PAM: potentiates acetylcholine response at human M5 receptor; P08912; CHO-K1 hM5, Fluo-8 calcium, ACh EC20 PAM; 0% = ACh EC20, 100% = ACh EC100; activation, % at 3 µM; 360,000 compounds, 0.3% hits; AID 624038;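 active = activation above the run cutoff, the mean activation of all test compounds plus 3 SD, cut at about 18% in these data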
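system = human M5 receptor in CHO-K1 cells | compound = one concentration, 3 µM final (nominal) | schedule = Post-acetylcholine fluorescence recording 140 s | signal = Fluo-8 calcium dye fluorescence, kinetic read | benchmarks = low control EC20 acetylcholine (0%), high control EC100 acetylcholine (100%) | repeats = singlicate, one well per test compound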
M1 PAM parental: M1 PAM counterscreen hit in parental CHO-K1 cells; ATP EC20, Fluo-8 calcium fluorescence; 0% at ATP EC20, 100% at ATP max; activation, % at 3 µM; 360,000 compounds, 0.02% hits; AID 602247;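 active = activation above the run cutoff, the mean activation of all test compounds plus 3 SD, cut at about 40% in these data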;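 note: peak over basal fluorescence ratio in a 140 s read after ATP addition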
TAAR1 antagonist: antagonists of human TAAR1 | Q96RJ0 | CHO RD-HGA16 TAAR1, Fluo-8 calcium fluorescence, antagonist | inhibition, % at 3 µM | 360,000 compounds, 1.5% hits;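 active = inhibition above a per-plate cutoff, the mean inhibition of test compounds on that plate plus 3 SD, cut at about 49% in these data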;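 note: 0% = DMSO plus EC80 beta-PEA response and 100% = DMSO alone without agonist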
Target sequence (Q96RJ0 whole entry, looked up): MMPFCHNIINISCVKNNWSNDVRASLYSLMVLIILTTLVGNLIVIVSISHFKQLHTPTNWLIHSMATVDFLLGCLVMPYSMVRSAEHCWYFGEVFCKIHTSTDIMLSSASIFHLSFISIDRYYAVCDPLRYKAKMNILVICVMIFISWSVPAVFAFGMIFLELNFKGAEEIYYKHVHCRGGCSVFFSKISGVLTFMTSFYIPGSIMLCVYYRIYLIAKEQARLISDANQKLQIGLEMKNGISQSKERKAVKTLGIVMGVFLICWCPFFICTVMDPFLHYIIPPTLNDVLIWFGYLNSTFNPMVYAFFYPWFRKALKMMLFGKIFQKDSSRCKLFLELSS
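Test system: RD-HGA16 CHO cells with stable hTAAR1 and Gα16 / Probe or stimulus: EC80 β-phenethylamine stimulus / Times: seeding 17-24 h prior, 75-min 37 °C, 30-min RT dye loading / Detection: Fluo-8 calcium-sensitive fluorescence / Read-out basis: % inhibition scaled between DMSO and EC80 PEA controls / Repeats: singlicate, one well per test compound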
TAAR1 ag: human TAAR1 agonism | Q96RJ0 | CHO RD-HGA16 TAAR1, Fluo-8 calcium fluorescence; vehicle wells 0%, saturating PEA agonist 100% | activation, % at 3 µM | 360,000 compounds, 0.99% hits | AID 624467;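 active = activation above the mean activation of all test compounds in the run plus 3 SD, cut at about 38% in these data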
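Test system: RD-HGA16 (CHO) cells co-expressing Gα16 and hTAAR1 | Doses: Single dose, 3 µM | Schedule: 17-24 h seeding, 75 min 37 °C dye, 30 min RT | Evaluation: % activation from peak over basal fluorescence ratio, DMSO-to-PEA scaled | Technique: Kinetic Fluo-8 calcium fluorescence | Benchmarks: Low control DMSO, high control PEA (EC100)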
CRFR2-BP ag: agonists of human CRF-binding protein/CRF-R2 receptor complex; HEK293 CRF-R2/CRF-BP, calcium dye fluorescence (FLIPR); percent of saturating CRF peptide response; activation, % at 13.2 µM; 350,000 compounds, 0.46% hits;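 active = activation of at least 50%, plus an integration ratio under a set limit after plate pattern correction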;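 note: plate controls were neutral control wells without compound for no effect and CRF at EC100 for full effect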
CHRM4 PAM: CHRM4 positive allosteric modulation | CHO-K1 hM4/Gqi5, Fluo-8 calcium fluorescence, ACh EC20; 0% = ACh EC20, 100% = maximal ACh | activation, % at 3 µM | 360,000 compounds, 0.4% hits;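 active = activation above its plate's cutoff, the mean activation of sample wells plus 3 SD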; note: some results filed as inactive read as strong as hits
Target sequence (P08173 whole entry, looked up): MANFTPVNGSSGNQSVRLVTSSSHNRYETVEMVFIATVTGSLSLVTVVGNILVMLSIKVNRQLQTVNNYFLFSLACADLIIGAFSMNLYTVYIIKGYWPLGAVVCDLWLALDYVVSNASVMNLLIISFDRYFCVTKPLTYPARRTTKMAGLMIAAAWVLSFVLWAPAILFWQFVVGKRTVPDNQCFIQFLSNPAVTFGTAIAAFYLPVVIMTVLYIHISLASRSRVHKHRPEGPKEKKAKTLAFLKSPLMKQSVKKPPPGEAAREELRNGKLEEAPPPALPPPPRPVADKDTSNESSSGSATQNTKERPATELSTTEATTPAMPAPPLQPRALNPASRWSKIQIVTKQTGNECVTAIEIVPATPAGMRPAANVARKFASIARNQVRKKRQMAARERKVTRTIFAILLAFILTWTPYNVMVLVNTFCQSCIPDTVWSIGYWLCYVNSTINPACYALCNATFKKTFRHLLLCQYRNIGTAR
CRFR2-BP antag: CRF-BP/CRF-R2 complex antagonism; 350,000 compounds, 0.59% hits; inhibition, % at 11.8 µM; HEK293 CRF-R2/CRF-BP, CRF-induced calcium fluorescence;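 active = inhibition of the ligand-induced calcium signal above about 50% at the single tested concentration, limit read from the data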
CHRM5 agonist: CHRM5 agonism in calcium assay; P08912; CHO-K1 hM5 cells, Fluo-8 calcium fluorescence; 0% DMSO wells, 100% maximal acetylcholine response; activation, % at 3 µM; 360,000 compounds, 0.19% hits; AID 624037;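 active = activation above the run's mean over test compounds plus 3 SD, cut at about 23% in these data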;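 note: signal is peak over basal fluorescence ratio across the kinetic read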
M5 antag: CHRM5 antagonism in calcium assay; inhibition, % at 3 µM; 360,000 compounds, 0.59% hits; CHO-hM5 cells, Fluo-8 calcium fluorescence, ACh EC80; AID 624040;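 active = inhibition above a per-plate cutoff, the mean of that plate's test compounds plus 3 SD, cut at about 27% in these data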;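 note: 0% = acetylcholine EC80 with DMSO and 100% = DMSO without agonist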
* = called active by the depositor; x = not tested or not shown.

SMILES	M5 PAM	M1 PAM parental	TAAR1 antagonist	TAAR1 ag	CRFR2-BP ag	CHRM4 PAM	CRFR2-BP antag	CHRM5 agonist	M5 antag
CC(NC(=O)C12CC3CC(CC(C3)C1)C2)c1ccc(F)cc1 (stereo not given)	11	-19	-4	3	1.4	5	-14	-2	0
CNc1nc(C)c([N+](=O)[O-])c(Nc2ccc(OC)cc2)n1	7	20	-25	-1	-0.2	-1	-23	0	4
O=S(=O)(/N=C(/Nc1cccc2ccccc12)c1ccccc1)c1cccs1	4	21	-5	10	-1.0	1	13	-2	-2
CN(C)NC(=O)c1ccc([N+](=O)[O-])s1	-1	-15	-1	0	1.2	-16	13	1	10
CC(=O)NC(Cc1ccc(C)cc1)C(=O)NC1CCN(C(=O)NCc2ccccc2)CC1 (stereo not given)	0	18	-7	1	0.1	-7	6	-1	4
Clc1cccc(Cl)c1NC1=NCCC1	13	2	-19	14	1.4	4	6	-8	-3
C=CCc1cc(C)ccc1OCCOCCN1CCN(C)CC1	-4	5	-13	7	-0.2	6	1	-10	11
O=C(N=C1SC2CS(=O)(=O)CC2N1c1ccc(Br)cc1)C1CCCO1 (stereo not given)	-7	-21	-21	0	-0.6	4	2	-5	14
CCCS(=O)(=O)c1c(S(=O)(=O)CCC)c2ccc(C(C)=O)cn2c1C(=O)OC	1	12	10	4	1.2	-3	-1	-2	1
O=C(CS(=O)(=O)c1ccccc1)Nc1cccnc1	6	8	-31	4	-0.6	6	3	0	7
NC(=O)COC(=O)[C@H](Cc1ccccc1)NS(=O)(=O)c1ccc2c(c1)OCCO2	0	1	-7	1	-0.3	4	1	-1	-1
Cc1c(Cl)ccc(S(=O)(=O)Nc2cccnc2)c1Cl	-6	7	7	2	0.5	-4	-6	-1	11
O=C(O)C1CCCCC1C(=O)NC1C2CC3CC(C2)CC1C3 (stereo not given)	3	14	-12	1	-1.0	-6	12	2	-8
c1ccc2[nH]c(CCCCc3nc4ccccc4[nH]3)nc2c1	-2	17	-1	38*	-6.8	-2	-14	-4	14
O=C(Nc1nnc(CCc2ccccc2)s1)c1ccco1	1	6	1	0	-0.2	7	-22	2	-3
CC(C)c1ccc(NC(=O)c2ccc(-c3ccnn3C)c3ccoc23)cc1	-8	4	x	x	x	-8	x	1	9
Cc1c(CCO)c(=O)n(C)n1C(=O)c1ccc(F)cc1	6	20	7	9	1.4	4	6	0	-5
CC1(C(=O)Nc2c(F)c(F)c(F)c(F)c2F)CC1(Br)Br (stereo not given)	0	10	-31	-2	-3.6	-5	47	-17	-2
Cc1cc(=O)[nH]c(SCC(=O)O)c1C#N	3	21	-5	8	0.0	9	-7	-1	-3
COc1ccc(C(=O)NC2CCCc3c2cnn3-c2ccccc2F)cc1OC (stereo not given)	-10	3	-9	2	-1.6	-6	-7	3	9
CS(=O)(=O)c1ccc2nc(NC(=O)Nc3ccc(Cl)cc3)sc2c1	-20	7	27	22	-0.8	-7	18	2	16
CCOC1=C(C#N)CC2(CC1)c1ccccc1-c1ccccc12	-25	8	71*	3	0.4	0	-5	-6	12
O=C(CSc1nc(-c2cccs2)cc(C(F)(F)F)n1)NCCCn1ccnc1	3	16	3	5	0.9	-4	0	-2	-9
O=C1c2ccccc2C(=O)c2c1ncn2-c1ccccc1	3	16	12	5	-2.5	11	9	-1	1

Part of the list above, as labelled records:
Structure: CN(C)NC(=O)c1ccc([N+](=O)[O-])s1
- M5 PAM = -1
- M1 PAM parental = -15
- TAAR1 antagonist = -1
- TAAR1 ag = 0
- CRFR2-BP ag = 1.2
- CHRM4 PAM = -16
- CRFR2-BP antag = 13
- CHRM5 agonist = 1
- M5 antag = 10

Structure: CC(=O)NC(Cc1ccc(C)cc1)C(=O)NC1CCN(C(=O)NCc2ccccc2)CC1 (stereo not given)
- M5 PAM = 0
- M1 PAM parental = 18
- TAAR1 antagonist = -7
- TAAR1 ag = 1
- CRFR2-BP ag = 0.1
- CHRM4 PAM = -7
- CRFR2-BP antag = 6
- CHRM5 agonist = -1
- M5 antag = 4

Structure: Clc1cccc(Cl)c1NC1=NCCC1
- M5 PAM = 13
- M1 PAM parental = 2
- TAAR1 antagonist = -19
- TAAR1 ag = 14
- CRFR2-BP ag = 1.4
- CHRM4 PAM = 4
- CRFR2-BP antag = 6
- CHRM5 agonist = -8
- M5 antag = -3

Structure: C=CCc1cc(C)ccc1OCCOCCN1CCN(C)CC1
- M5 PAM = -4
- M1 PAM parental = 5
- TAAR1 antagonist = -13
- TAAR1 ag = 7
- CRFR2-BP ag = -0.2
- CHRM4 PAM = 6
- CRFR2-BP antag = 1
- CHRM5 agonist = -10
- M5 antag = 11

Continuation:
SMILES	M5 PAM	M1 PAM parental	TAAR1 antagonist	TAAR1 ag	CRFR2-BP ag	CHRM4 PAM	CRFR2-BP antag	CHRM5 agonist	M5 antag
Cc1cc(N(CCO)CCO)ccc1C(c1ccc(N(CCO)CCO)cc1C)c1ccccc1Cl	-2	-15	33	37	7.7	-9	-34	2	7
Cc1ccc(NC(=O)CN2C(=O)NC3(CCCC3)C2=O)c(Cl)c1	0	-9	-20	-1	0.2	-2	-9	-2	6
COc1cc(Cl)ccc1OCc1cc(C(=O)N(C)C2CCOC2)no1 (stereo not given)	-4	13	1	2	-0.7	-6	-2	-3	9
CC1CCN(C(=O)CSc2nnc(-c3cccnc3)n2C2CCCCC2)CC1	1	20	14	4	-0.7	2	15	2	1
O=C(NC1CCCCC1)C(c1ccc(Cl)cc1)N(C(=O)c1cnccn1)c1ccc2c(c1)OCO2 (stereo not given)	0	5	-23	4	-0.4	-5	-18	1	4
Cc1ccc2cc(CCNC(=O)c3c(-c4ccccc4Cl)noc3C)c(=O)[nH]c2c1	0	6	-19	1	-2.9	-2	-10	1	-4
CCc1cccc(OCC(=O)Nc2c[nH]c(=O)[nH]c2=O)c1	-4	-2	11	4	-0.1	3	2	-2	15
O=C(NCc1ccccn1)c1nn(-c2ccccc2)c(=O)c2ccccc12	7	5	-34	3	-3.5	1	12	7	0
O=c1c2ccccc2sc2c(CO)ccc(NCCN3CCCCC3)c12	0	5	-14	2	2.9	1	23	-3	11
N#CC(C#N)=C1C=CC=CN1/C(=C\c1ccco1)C(=O)c1ccccc1	-3	3	11	10	24	-12	-27	-5	10
CCc1ccc(NC(=O)CN2CCCN(S(=O)(=O)c3ccc(F)cc3)CC2)cc1	-3	2	-2	4	-1.2	-14	17	-3	3
O=C(CSCc1ccccc1Cl)N/N=C/c1ccco1	-3	9	6	4	-0.4	-5	18	0	-15
C#Cc1ccc([C@@H]2C=C(C(=O)N3CCOCC3)O[C@H](OCc3ccc(CO)cc3)C2)cc1	-3	-8	9	6	-1.4	-3	4	1	12
CC(Nc1nc(-c2cccnc2)nc2ccccc12)c1ccc(F)cc1 (stereo not given)	-5	-2	5	6	-0.5	-11	-17	-4	11
COC(=O)c1cccc(NC(=O)c2cccnc2)c1	3	-2	-20	5	-0.6	14	13	-4	17
Cc1nnc(NCc2ccccc2)c2ccccc12	3	-7	-4	5	0.1	-2	-2	-7	11
O=C(O)c1cccc(C(=O)Nc2cccc(NC(=O)C3CCCO3)c2)c1 (stereo not given)	5	4	6	3	2.7	6	0	1	-12
Cc1ccc(-c2csc(NC(=O)c3cccc(N4C(=O)CCC4=O)c3)n2)o1	-10	16	x	x	-2.2	-3	21	3	3
CCN=C1SC(CC(=O)Nc2ccccc2OCC)C(=O)N1CC (stereo not given)	-2	16	-5	6	-0.2	12	-8	-2	11
CC(C)Cn1c(=S)[nH]c2cc(C(=O)O)ccc2c1=O	5	-12	-6	-1	-1.3	14	4	-1	4
CCCCc1c(-c2ccccc2OC)ncn1CCc1cccc(OC)c1	-20	17	17	25	x	-8	x	6	14
C#CC(C)(CC)NC(=O)c1cc2cccc(CC=C)c2oc1=O (stereo not given)	-12	9	15	-2	0.9	-1	18	0	17
COc1cccc(-c2cccc(-c3nc(C(=O)NCc4ccc5c(c4)OCO5)cc4c3[C@H](CCO)N(S(=O)C(C)(C)C)C4)c2)c1 (stereo not given in full)	-4	1	-10	10	x	17	x	2	-7
O=[N+]([O-])c1cc(F)cc(F)c1Nc1cc(F)cc(F)c1	6	21	-2	3	-6.6	10	10	1	3

Continued, overlapping the part above by 4 compounds.
SMILES	M5 PAM	M1 PAM parental	TAAR1 antagonist	TAAR1 ag	CRFR2-BP ag	CHRM4 PAM	CRFR2-BP antag	CHRM5 agonist	M5 antag
CCCCc1c(-c2ccccc2OC)ncn1CCc1cccc(OC)c1	-20	17	17	25	x	-8	x	6	14
C#CC(C)(CC)NC(=O)c1cc2cccc(CC=C)c2oc1=O (stereo not given)	-12	9	15	-2	0.9	-1	18	0	17
COc1cccc(-c2cccc(-c3nc(C(=O)NCc4ccc5c(c4)OCO5)cc4c3[C@H](CCO)N(S(=O)C(C)(C)C)C4)c2)c1 (stereo not given in full)	-4	1	-10	10	x	17	x	2	-7
O=[N+]([O-])c1cc(F)cc(F)c1Nc1cc(F)cc(F)c1	6	21	-2	3	-6.6	10	10	1	3
O=C(CSc1ccccc1)Nc1cccc(S(=O)(=O)N2CCCC2)c1	2	14	-19	0	-3.1	1	0	1	2
CC(C)NC(=O)Nc1ccc(Br)cc1Cl	-5	18	-8	5	-0.9	1	7	-5	11
O=C(CN1C(=O)S/C(=C\C=C\c2ccccc2)C1=O)NC1CCS(=O)(=O)C1 (stereo not given)	-3	16	1	2	-1.0	6	-12	-1	6
Cc1cc(O)ccc1Nc1cc(-c2cccc(N)c2)ncn1	-1	10	-9	2	x	0	x	1	-4
O=C(c1cccnc1)C1CCCN(Cc2nc(Cc3ccccc3)no2)C1 (stereo not given)	9	14	-7	1	0.5	4	-12	8	-6
CCn1ccc(C(=O)Nc2c(C)nn(Cc3c(F)c(F)c(F)c(F)c3F)c2C)n1	7	19	-15	8	-0.2	2	22	1	-11
CCc1ccc(-n2cc(-c3ccc([N+](=O)[O-])cc3)[nH]c2=S)cc1	-7	-8	4	2	-0.4	-8	-9	-3	7
COc1ccc(NS(=O)(=O)/C=C/c2ccccc2)cc1	-4	21	-5	-2	1.0	-3	-7	-1	7
COc1ccc(Cn2c(=O)oc3ccccc32)cc1	0	-9	-33	0	-1.0	7	-11	-1	-6

Complete entries from above. Values in the order: M5 PAM, M1 PAM parental, TAAR1 antagonist, TAAR1 ag, CRFR2-BP ag, CHRM4 PAM, CRFR2-BP antag, CHRM5 agonist, M5 antag
`CCn1ccc(C(=O)Nc2c(C)nn(Cc3c(F)c(F)c(F)c(F)c3F)c2C)n1` across the screens: 7, 19, -15, 8, -0.2, 2, 22, 1, -11
`O=C(CN1C(=O)S/C(=C\C=C\c2ccccc2)C1=O)NC1CCS(=O)(=O)C1` (stereo not given) across the screens: -3, 16, 1, 2, -1.0, 6, -12, -1, 6
`CC(C)NC(=O)Nc1ccc(Br)cc1Cl` across the screens: -5, 18, -8, 5, -0.9, 1, 7, -5, 11

Screening results (PubChem)

An unsorted share of the library; any-hit rate near 4.2%.
